Screening data from PubChem BioAssay.
p53 reactivation – re-activators of mutant p53; H1299 p53-A138V BP100-luciferase reporter, luminescence, 24 h; Potency, µM (top dose mostly 92.2 µM), for inactives: at the top dose activity change, positive = activation, hits mostly activators; hit rate 0.063% among 320,000; AID 504706; note: potency is the fitted concentration of half-maximal effect; % of control where 0% means no effect; nearly all actives have a fitted effect of over 45% in size
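H1299 (p53-null), stable ts p53-A138V + BP100-Luc; 1000 cells/well, Opti-MEM/10% FBS; cpd 4 pt, 1:5; 24 h, 37 deg C, 5% CO2; detection reagent 10 min RT; luminescence.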
Menin MLL FP TR – inhibitors of human menin-MLL interaction, mutant MLL peptide. O00255. hit rate 0.23% among 270,000. Menin + Texas Red MLL mutant peptide, fluorescence polarization. AID 1768. Potency, µM (series often up to 61.6 µM), without a hit: at the highest dose FP activity change, negative = inhibition, usual class: inhibitors; active = well fitted inhibition curve with a large enough effect in the polarisation, with a control signal flat, not every such curve was filed as active; inconclusive = small, poorly fitted or top-dose-only effect, or effect the other way, or a change in a side signal; inactive = no such curve, though single readings can be large or run the other way; the % refers to the polarisation; note: potency is the fitted concentration of half-maximal effect; % of control where 0% means no effect; many of its hits are not listed in these tables
FLuc modulator – inhibits or activates purified firefly luciferase, miR-21 counter-screen; P08659; hit rate 6.9% among 360,000; Potency, µM (titrated, usually from 57.5 µM), for the others: at the top dose activity change, negative = inhibition, hits mostly inhibitors; AID 588342; purified FLuc, Km substrates, luminescence inhibition;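 note: potency is the fitted concentration of half-maximal effect; plate controls were vehicle for no effect and reference inhibitor for full effect; nearly all actives have a fitted effect of over 55% in size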
Target sequence (P08659 whole entry, looked up): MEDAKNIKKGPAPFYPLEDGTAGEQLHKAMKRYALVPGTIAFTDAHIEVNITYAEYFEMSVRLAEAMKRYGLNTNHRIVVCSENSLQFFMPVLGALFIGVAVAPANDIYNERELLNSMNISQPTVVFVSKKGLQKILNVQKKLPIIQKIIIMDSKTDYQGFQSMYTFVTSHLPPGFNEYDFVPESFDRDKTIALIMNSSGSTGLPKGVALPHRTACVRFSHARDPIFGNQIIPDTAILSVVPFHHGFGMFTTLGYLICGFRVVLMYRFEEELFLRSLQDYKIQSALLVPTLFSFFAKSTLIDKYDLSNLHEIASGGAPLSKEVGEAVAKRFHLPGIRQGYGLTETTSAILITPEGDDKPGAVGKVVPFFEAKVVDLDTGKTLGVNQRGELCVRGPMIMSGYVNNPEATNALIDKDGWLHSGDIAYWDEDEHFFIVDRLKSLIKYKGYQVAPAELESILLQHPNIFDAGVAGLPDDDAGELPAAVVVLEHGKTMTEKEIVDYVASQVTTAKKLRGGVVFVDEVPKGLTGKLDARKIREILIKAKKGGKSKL
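Purified P. pyralis luciferase (10nM final) with 10uM D-luciferin and 10uM ATP (Km levels) in 50mM Tris acetate pH 7.5, 10mM Mg acetate, 0.01% Tween-20, 0.05% BSA; qHTS 6-point titration, ~60 µM downward; luminescence read.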
Giardia killer – kills Giardia lamblia. Giardia lamblia trophozoite viability. activity change, % at 7.66 µM, hits read low. hit rate 0.15% among 340,000. AID 540267; in the data active = activity change below about -80%; inconclusive = between about -30% and that limit;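 note: parasites exposed to compound for two days anaerobically before the ATP read; % is set by controls: 0 for no effect and ±100 for the full control effect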
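Trophozoite viability was measured as ATP-dependent luminescence, read 15-30 min after reagent addition. Before that, parasites at 100 cells/well were exposed to compounds for 48 h, anaerobically, at 37 deg C.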
VP16 counter – counter-screen for ROR gamma inhibitors: Gal4-VP16 reporter; hit rate 3.5% among 310,000; Drosophila S2 Gal4-VP16 UAS-luciferase, luminescence, 20 h; AID 2546; Potency, µM (doses to about 53.6 µM), without a hit: at the top dose activity, negative = inhibition, actives largely listed as inhibitors;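 note: Gal4-VP16 expression switched on by copper sulfate through the metallothionein promoter; potency is the fitted concentration of half-maximal effect; % is set by controls: 0 for no effect and ±100 for the full control effect; nearly all actives have a fitted effect of over 50% in size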
PKM2 act – activators of human pyruvate kinase M2 | P14618 | purified PKM2, Kinase-Glo ATP luminescence, activation; response scale: 0% is enzyme alone, no compound | Potency, µM (series often up to 57.5 µM), without a hit: top-dose activation, hits mostly activators | hit rate 0.34% among 260,000; note: potency is the fitted concentration of half-maximal effect; % is set by controls: 0 for no effect and ±100 for the full control effect; nearly all actives have a fitted effect of over 55% in size
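Purified hPK-M2 (>95%) run at intermediate activity with 0.1 mM ADP and 0.5 mM PEP in 50 mM imidazole pH 7.2, KCl, MgCl2; 1 h room temperature. ATP formed read by Kinase-Glo luminescence; normalized to uninhibited and no-enzyme controls.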
ELG1 genotox – genotoxicity induction in ELG1-luciferase HEK293T cells | HEK293T ELG1-luciferase reporter, luminescence, 16 h | Potency, µM (highest dose often 46 µM), for inactives: at the highest dose activity change, positive = activation, actives largely listed as activators | hit rate 1.3% among 330,000 | AID 504466; note: potency is the fitted concentration of half-maximal effect; % of control where 0% means no effect; nearly all actives have a fitted effect of over 60% in size
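DMSO vehicle served as control against compound-treated ELG1-luciferase HEK293T cells; exposure lasted 16 hr at 37 °C and 5% CO2, followed by ONE-Glo luminescence detection after 30 min.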
NPC1 promoter act – activates the NPC1 promoter. Potency, µM (titrated, usually from 9.22 µM), without a hit: top-dose activation, hits mostly activators. Huh7 NPC1 promoter luciferase reporter, 24 h. hit rate 2.4% among 320,000;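 note: potency is the fitted concentration of half-maximal effect; % of control where 0% means no effect; nearly all actives have a fitted effect of over 60% in size; reporter is driven by a mutant NPC1 promoter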
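Compounds in DMSO were transferred onto Huh7 NPC1-luciferase reporter cells pre-incubated 2 h; after 24 h at 37 °C, Amplite reagent was dispensed and luminescence recorded 10 min later.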
Rab9 promoter act – Rab9 promoter activation. hit rate 2.8% among 320,000. Potency, µM (doses to about 9.22 µM), for inactives: at the top dose activation, negative = inhibition, most hits filed as activators. Huh7 Rab9 promoter-luciferase reporter, luminescence, 24 h. AID 485297; note: potency is the fitted concentration of half-maximal effect; % of control where 0% means no effect; nearly all actives have a fitted effect of over 60% in size
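Huh7 cells stably carrying a Rab9 promoter-luciferase reporter, 1500 cells per well in OP-MEM I with 10% FBS, treated with compound 24 hours at 37C. Luciferase activity read by luminescence after 10 minutes with Amplite reagent.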
BRCA1 expr up – activators of BRCA1 expression. MCF7-BRCA1-FFLuc reporter, luminescence, 48 h; response scale: scaled: vehicle 0%, 10 µM genistein 100%. Potency, µM (series often up to 46.1 µM), for the others: top-dose activation, usual class: activators. hit rate 1.1% among 380,000. AID 624202; note: potency is the fitted concentration of half-maximal effect; nearly all actives have a fitted effect of over 80% in size; some results filed as inactive show a strong effect at the top dose
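MCF7-BRCA1-FFLuc, 2000 cells/well; 2 h attach, 37 °C/5% CO2; compound 48 h; luciferase substrate 15 min; luminescence end-point. Norm. to genistein 10 microM max activation and DMSO; concentration-response curves fitted.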
RORg inh – ROR gamma (mouse) transcription inhibition; AID 2551; Potency, µM (top dose mostly 53.6 µM), inactives show top-dose activity change, negative = inhibition, hits mostly inhibitors; P51450; hit rate 5.4% among 310,000; Drosophila S2 Gal4-RORgamma UAS-luciferase reporter, 20 h; note: potency is the fitted concentration of half-maximal effect; % is set by controls: 0 for no effect and ±100 for the full control effect; nearly all actives have a fitted effect of over 60% in size
Target sequence (P51450 whole entry, looked up, the tested form may be a part): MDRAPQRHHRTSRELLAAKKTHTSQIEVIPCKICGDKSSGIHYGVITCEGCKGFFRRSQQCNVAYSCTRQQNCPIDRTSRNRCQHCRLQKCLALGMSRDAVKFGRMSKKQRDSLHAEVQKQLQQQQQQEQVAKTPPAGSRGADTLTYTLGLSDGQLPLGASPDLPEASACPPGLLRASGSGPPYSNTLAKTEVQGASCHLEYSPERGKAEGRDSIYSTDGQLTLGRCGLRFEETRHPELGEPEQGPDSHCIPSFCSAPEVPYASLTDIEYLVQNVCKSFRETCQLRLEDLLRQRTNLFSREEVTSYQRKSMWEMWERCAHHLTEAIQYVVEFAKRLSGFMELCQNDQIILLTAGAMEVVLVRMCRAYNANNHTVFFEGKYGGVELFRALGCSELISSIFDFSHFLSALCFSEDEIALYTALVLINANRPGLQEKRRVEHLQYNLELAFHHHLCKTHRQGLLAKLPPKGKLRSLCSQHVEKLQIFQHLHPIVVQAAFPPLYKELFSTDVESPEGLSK
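A Gal4/UAS one-hybrid system in insect cells: metallothionein-promoter Gal4–ROR gamma fusion plus Photinus luciferase reporter. Copper sulfate 700 uM final, 20 hr ambient incubation, luminescent detection after 10 min with reagent.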
* marks the source's active call; other numbers are inactive results; u = inconclusive; x = no result given; [ ] = another dose, or the depositor's remark. Unless noted, calls come from the whole dose curve; as a rule, active = well fitted curve in the direction sought with a large enough effect; inconclusive = small, poorly fitted or top-dose-only effect, or another doubt; inactive = no such curve, though single readings can be large; an effect the other way counts as inactive or inconclusive. Not all compounds are listed (hit frequency here may not be typical).

Values run as follows: p53 reactivation, Menin MLL FP TR, FLuc modulator, Giardia killer, VP16 counter, PKM2 act, ELG1 genotox, NPC1 promoter act, Rab9 promoter act, BRCA1 expr up, RORg inh
- CCc1nc(CNC(=O)C2CCC(=O)N(CCc3cccc(F)c3)C2)no1 (centres undefined)
 : 1%, x, 4%, 3, -3%, x, 2%, -1%, 6%, 1%, 1%
- COc1ccc(S(=O)(=O)N(CC(=O)N2CCN(C)CC2)C2CCCCC2)cc1OC
 : 0%, -18%, 0%, 9, -11%, -8%, 1%, 2%, 2%, 13%, 3%
- COC(=O)Cc1ccc(NC(=O)c2ccc3c(c2)C(=O)N(CC2CCCO2)C3=O)cc1 (centres undefined)
 : 17%, x, -3%, 13, u, -4%, -8%, -1%, -3%, -10%, u
- COc1ccc(OCC(=O)N2CCN(c3nnc(-c4ccccc4)c4ccccc34)CC2)cc1
 : -30%, -14%, -13%, 33[activator], u, -2%, -9%, -6%, 2%, -54%, u
- Cc1cc(C)c(NC2=NS(=O)(=O)c3ccccc32)c(C)c1
 : -3%, 3%, 2%, 7, -2%, 4%, 2%, -1%, -4%, -8%, -19%
- CCn1c(=NC(=O)c2cccc(N3C(=O)CCC3=O)c2)sc2c(C)ccc(OC)c21
 : 0%, x, u, 7, -1%, 4%, 1%, -2%, 0%, 3%, 24%
- N#CCSc1nnc(Cc2cccc3ccccc23)n1C1CCCCC1
 : -13%, -5%, -2%, -21, 2%, -1%, -9%, -6%, 0%, -29%, -6%
- N#Cc1ccc(C(=O)N2CCN(C(=O)C3CCCO3)CC2)cc1 (centres undefined)
 : -13%, x, x, 6, x, x, 0%, 0%, 0%, -5%, x
- Cc1ccccc1NC(=S)N(Cc1cccnc1)Cc1ccccc1Cl
 : -1%, 3%, 0%, -4, -16%, 9%, -3%, -5%, -1%, -6%, 2.2µM*
- O=S(=O)(c1ccccc1)N1CCN(C(c2ccccc2)c2ccc(OC(F)(F)F)cc2)CC1 (centres undefined)
 : 13%, u, 0%, 45[activator], 7%, x, -5%, -8%, -1%, -18%, -16%
- COc1ccc(CCNC2CC(=O)N(N(C)C)C2=O)cc1OC (centres undefined)
 : 3%, 15%, -2%, -2, 7%, 0%, -1%, -1%, -2%, -5%, -1%
- Cc1cc(C)c2[nH]c(=O)c(CN(CC3CCCO3)C(=O)C3CCCO3)cc2c1 (centres undefined)
 : -1%, -13%, -14%, -3, -7%, -3%, 13%, 1%, 10%, -18%, 2%
- O=C(NCCn1cc(SCc2ccc(F)cc2)c2ccccc21)c1ccccc1F
 : 17%, -3%, -3%, 10, u, 4%, -3%, -3%, 0%, -28%, u
- CCc1nc2ccccc2c(C(=O)OCC(=O)C(C)(C)C)c1C
 : 0%, 2%, -1%, 10, -5%, -7%, -9%, -6%, 3%, -23%, 0%
- Cc1c(C)n(Cc2ccccc2)c2ncnc(NCCN(C)C)c12
 : 7%, 10%, 5%, -19, 8%, x, -1%, -2%, -2%, -12%, -5%
- COc1ccc(OC)c(C2C(C(=O)c3ccc(C)o3)=C(O)C(=O)N2c2cc(C)on2)c1 (centres undefined)
 : -3%, x, -3%, -6, 4%, x, -2%, 11%, -1%, -1%, 15%
- FC(F)C(F)(F)C(F)(F)C(F)(F)c1cc(-c2ccccc2)n[nH]1
 : u, 56%[activator], -11%, 2, u, -1%, 2%, -5%, 2%, 1%, u
- CCOc1ccc(N2C(=O)C(CC(=O)Nc3ccccc3)N(Cc3ccccn3)C2=S)cc1 (centres undefined)
 : 0%, u, 0%, -12, -2%, 0%, -6%, -19%, -11%, -36%, u
- O=C(N=C1SC2CS(=O)(=O)CC2N1c1ccccc1F)C1CCCCC1 (centres undefined)
 : -4%, -7%, 0%, u, -1%, x, 4%, 3%, 0%, -28%, -7%
- CC(=O)Nc1ccc(-c2cc(N)n(-c3ccccc3)n2)cc1
 : u, x, 9.5µM*, 5, -26%, -41%, u, 2.2µM*, 3.2µM*, 0%, -22%

Further compounds follow:
Values run as follows: p53 reactivation, Menin MLL FP TR, FLuc modulator, Giardia killer, VP16 counter, PKM2 act, ELG1 genotox, NPC1 promoter act, Rab9 promoter act, BRCA1 expr up, RORg inh
- CCOc1ccc(Cc2nnc(SCC(=O)Nc3c(C)cccc3C)[nH]c2=O)cc1
 : 3%, x, 3%, 0, x, x, -3%, -2%, -6%, -8%, x
- Cc1nn(C)c(C(=O)NN)c1Cl
 : -3%, -1%, -2%, 1, -5%, -2%, 0%, -5%, 2%, 8%, 11µM*
- COc1cc(NC(=O)c2cccc(C)c2)c(OC)cc1NC(=O)CN1CCOCC1
 : -4%, 4%, -13%, 16, -15%, x, 0%, 0%, -1%, -1%, 26%
- CCOc1ccc(/C=N/n2nnnc2N)cc1OCC
 : x, -14%, 5%, 50[activator], 15%, -2%, 18%, -5%, -3%, -46%, 2%
- COc1ccccc1CN1CN(S(=O)(=O)c2ccccc2)c2nc3ccccc3nc21
 : -1%, x, 3%, 8, 17%, 4%, 1%, 9%, 0%, -17%, 18%
- c1cncc(-c2nnc(SCc3cccc4ccccc34)o2)c1
 : -4%, 2%[11.7 µM], -17%, 10, 1%, 11%, -1%, 0%, -15%, 0%, -7%
- Cc1ccc(S(=O)(=O)N2CCC(C(N)=O)CC2)cc1C(=O)NC1CCCCC1
 : -5%, x, -2%, -1, x, x, -3%, -2%, -7%, 10%, x
- O=C(CN1CCC(C(=O)c2ccc3c(c2)OCCO3)CC1)NCc1ccc(F)cc1
 : 5%, -19%, -3%, -25, -27%, 4%, -8%, -3%, -5%, -45%, -6%
- CCCCNC(=O)Cn1nc(Cc2ccncc2)c2ccccc2c1=O
 : -3%, u, 3%, 7, -23%, x, -5%, 3%, 8%, -14%, -42%
- COc1ccc(Nc2ncnc3c2c(C)c(C)n3CCO)cc1
 : u, 2%, 5.4µM*, 20, -8%, x, 8.2µM*, 1µM*, 1.6µM*, u, -40%
- Cc1nn2c(N3CCOCC3)c3c(nc2c1-c1ccccc1)CCCC3
 : 0%, -10%, -3%, -9, 29%, 0%, -2%, -3%, 0%, -30%, u
- C=CCNc1ccc(C(=O)O)cc1
 : 3%, -25%, 2%, 11, 3%, -10%, 1%, 2%, -3%, -6%, -8%
- c1ccc(NCc2cccnc2)cc1
 : -1%, 6%, 6%, 3, -1%, 2%, 1%, 2%, -17%, -17%, 23%
- O=C(COc1ccccc1)N/N=C/c1ccc2c(c1)OCO2
 : -1%, -4%, u, 3, 11%, -6%, 12%, 4%, 0%, 0%, 8%
- Cc1cccc(N2CC(O)(c3cccs3)[N+]3=C2CCCC3)c1 (centres undefined)
 : -1%, -19%, -1%, 1, -4%, 0%, -10%, -1%, -2%, -3%, -13%
- CC1(c2ccccc2)NC(=O)N(CC(=O)Nc2cc(Cl)ccc2N2CCOCC2)C1=O (centres undefined)
 : -1%, x, 5%, -11, x, x, 2%, -2%, 1%, -10%, x
- Cc1nnc(SCC2=C(C(=O)O)N3C(=O)C(NC(=O)COc4ccc(F)cc4)C3SC2)s1 (centres undefined)
 : u, x, 0%, 14, x, x, -2%, -4%, 2%, 0%, x
- COc1cccc(NC(=O)CNC(=O)[C@@H]2Cc3ccccc3CN2C(=O)OC(C)(C)C)c1
 : 0%, 8%, 1%, -8, 1%, -8%, -2%, -8%, -4%, 0%, -3%
- CN1CCN(S(=O)(=O)c2ccc3c(c2)C(C)(C)C(=O)N3C)CC1
 : x, 0%, 7%, -29, 6%, -4%, 9%, 0%, 0%, -2%, -15%
- CN=C1S/C(=C\c2ccc(Cl)cc2)C(=O)N1C
 : 13%, -6%, -1%, -1, -9%, -5%, 10%, 1%, -3%, 16%, 27%
- CCCCn1c(=O)[nH]c(=O)c2c1nc(CN(C)Cc1cccc(OC)c1OC)n2CCC
 : -1%, u, -1%, -11, -3%, x, -10%, -5%, 0%, -25%, -24%
- COc1cc(C(=O)NNC(=O)c2cc(-c3ccccc3)n[nH]2)cc(OC)c1C
 : 3%, x, u, 17, x, x, -2%, 1%, -2%, 0%, x

Quoted at random: two entries already listed.
Values run as follows: p53 reactivation, Menin MLL FP TR, FLuc modulator, Giardia killer, VP16 counter, PKM2 act, ELG1 genotox, NPC1 promoter act, Rab9 promoter act, BRCA1 expr up, RORg inh
- CCCCNC(=O)Cn1nc(Cc2ccncc2)c2ccccc2c1=O
 : -3%, u, 3%, 7, -23%, x, -5%, 3%, 8%, -14%, -42%
- Cc1ccc(S(=O)(=O)N2CCC(C(N)=O)CC2)cc1C(=O)NC1CCCCC1
 : -5%, x, -2%, -1, x, x, -3%, -2%, -7%, 10%, x
